High-throughput results from PubChem.
ADAM10 inh = ADAM10 inhibition, QFRET primary screen; recombinant ADAM10, EDANS/DABCYL FRET peptide cleavage, 3 h; hit rate 0.62% among 370,000; inhibition, % at 7 µM; AID 720582;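 active = inhibition above a per-campaign cutoff equal to the mean of compounds falling between control-based bounds plus 3 SD, cut at about 20% in these data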;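 note: 0% = DMSO wells while the 100% control is not disclosed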
DAX1 inh-1 = DAX1 (NR0B1) inhibition, primary screen | inhibition, % at 6.8 µM | hit rate 1.1% among 370,000 | AID 652010 | HEK293T StAR-luciferase reporter, SF-1/DAX-1 repression relief;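 active = inhibition above the mean over all tested compounds plus 3 SD, cut at about 3.6% in these data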;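 note: 0% = DAX-1 cells with DMSO and 100% = cells lacking DAX-1 with DMSO; higher inhibition means more luminescence from relief of DAX-1 repression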
PG9 Ab binder = PG9 antibody binding by small molecule; TR-FRET gp120-PG9 antibody binding; inhibition, % at 6.7 µM; hit rate 0.43% among 360,000; AID 624416; in the data active = inhibition above about 8.5%
hcDAF-12 act = activators of H. contortus DAF-12 nuclear receptor. activation, % at 6.8 µM. hit rate 1.4% among 370,000. HEK293 hcDAF-12 lit1-tk-luc reporter, luminescence; 0% DMSO, 100% Δ7-dafachronic acid. AID 652067;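 active = activation above the mean of all tested compounds plus 3 SD, cut at about 5.5% in these data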;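 note: 100% = response to 3 µM Δ7-dafachronic acid high control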
DAX1 inh-2 = inhibits human nuclear receptor DAX1. P51843. HEK293 Gal4-DAX1 luciferase reporter, luminescence. inhibition, % at 6.75 µM. hit rate 0.99% among 340,000. AID 504766;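 active = inhibition above the mean over all tested compounds plus 3 SD, cut at about 4.2% in these data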;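 note: 0% = DAX1-transfected cells with DMSO and 100% = empty-vector control cells with DMSO; inhibition shows as a rise in luminescence from relieved DAX1 repression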
Target sequence (P51843 207-470 limits assumed): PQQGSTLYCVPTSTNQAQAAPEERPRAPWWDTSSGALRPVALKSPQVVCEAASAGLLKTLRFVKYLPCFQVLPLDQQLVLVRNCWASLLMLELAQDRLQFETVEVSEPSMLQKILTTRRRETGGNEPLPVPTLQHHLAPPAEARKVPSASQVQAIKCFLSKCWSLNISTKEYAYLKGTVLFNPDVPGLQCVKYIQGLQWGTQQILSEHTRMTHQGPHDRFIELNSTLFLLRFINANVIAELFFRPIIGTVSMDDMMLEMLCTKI
ADAM17 inh = ADAM17 inhibition, QFRET primary screen; P78536; recombinant ADAM17, EDANS/DABCYL FRET peptide cleavage; inhibition, % at 6.95 µM; hit rate 0.83% among 370,000; AID 720648;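 active = inhibition above the mean of compounds lying between control limits plus 3 SD, set per campaign, cut at about 8.5% in these data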;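 note: 0% = DMSO-only wells as the low control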
Target sequence (P78536 215-824 limits assumed): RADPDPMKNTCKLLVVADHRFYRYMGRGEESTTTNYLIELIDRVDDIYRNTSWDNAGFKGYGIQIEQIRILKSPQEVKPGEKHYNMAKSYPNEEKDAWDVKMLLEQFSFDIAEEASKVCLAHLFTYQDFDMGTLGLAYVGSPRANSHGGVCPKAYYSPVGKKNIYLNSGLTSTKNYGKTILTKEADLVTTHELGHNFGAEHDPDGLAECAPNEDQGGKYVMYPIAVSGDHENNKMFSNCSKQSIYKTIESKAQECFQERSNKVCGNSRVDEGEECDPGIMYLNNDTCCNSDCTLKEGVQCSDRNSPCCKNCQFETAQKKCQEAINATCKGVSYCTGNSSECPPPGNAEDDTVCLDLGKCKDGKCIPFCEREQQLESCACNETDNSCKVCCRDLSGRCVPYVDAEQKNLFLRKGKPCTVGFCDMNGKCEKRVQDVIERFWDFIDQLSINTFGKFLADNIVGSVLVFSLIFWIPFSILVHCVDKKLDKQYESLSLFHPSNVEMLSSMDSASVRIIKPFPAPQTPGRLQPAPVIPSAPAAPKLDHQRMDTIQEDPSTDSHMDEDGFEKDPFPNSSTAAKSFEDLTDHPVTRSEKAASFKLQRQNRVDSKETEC
SMARCA2 act = increases SMARCA2 function in MMTV reporter cells; MG213 cells, MMTV-luciferase reporter, dexamethasone, overnight; activation, % at 9.1 µM; hit rate 1% among 370,000; in the data active = activation above about 7.8%;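 note: 0% = vehicle wells and 100% = reference activator wells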
hgDAF12 agonist = activates the H. glycines DAF-12 receptor ligand-binding domain. hit rate 1.8% among 370,000. activation, % at 6.8 µM. HEK293 GAL4-hgDAF12 UAS-luciferase reporter, agonist luminescence; normalized to butyrate control;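 active = activation above a cutoff set at the mean of all screened compounds plus 3 SD, cut at about 10% in these data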;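 note: 0% = DMSO wells and 100% = sodium butyrate wells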
NPR1 activator = GC-A (human) enzyme activation; HEK293 GC-A cells, cGMP TR-FRET, EC30 ANP; 0% at EC30 ANP, 100% saturating ANP; activation, % at 10 µM; hit rate 0.14% among 370,000; AID 1671463; in the data active = activation above about 40%
ssDAF12 agonist = activators of S. stercoralis DAF-12 nuclear receptor; activation, % at 6.8 µM; HEK293 ssDAF-12/GRIP1 lit1-tk-luc reporter, luminescence; % of 3 µM dafachronic acid response; hit rate 1% among 370,000; AID 652126;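 active = activation above the mean over all tested compounds plus 3 SD, cut at about 0.9% in these data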;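 note: 0% = DMSO-only wells and 100% = 3 µM delta7-dafachronic acid wells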
GAA850 FXN act = activators of GAA850 frataxin (FXN) promoter | AID 540364 | HEK293 lucGAA850 FXN promoter luciferase reporter, 24 h; percent of 10 µM SAHA response | hit rate 0.56% among 360,000 | activation, % at 6 µM;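 active = activation above the average of all compounds screened plus 3 SD, cutoff fixed separately per campaign, cut at about 7.5% in these data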;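 note: 0% = DMSO wells and 100% = 10 µM SAHA wells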
The depositor's hits bear a star; . = not tested or not shown. The order is random; overall some 6.8% were active at least once.

molecule	ADAM10 inh	DAX1 inh-1	PG9 Ab binder	hcDAF-12 act	DAX1 inh-2	ADAM17 inh	SMARCA2 act	hgDAF12 agonist	NPR1 activator	ssDAF12 agonist	GAA850 FXN act
COCCCC1CCN(Cc2nc(-c3ccccc3)no2)CC1	6	0.5	-1.1	1.9	0.5	3	0	-0.9	3	-1.2	1.6
CN1C(CC(=O)Nc2ccc(Br)cc2)c2ccccc2CC1(C)C (stereo not given)	6	0.7	-1.8	-0.3	2.7	4	-2	-1.1	-16	-0.7	-0.3
Cc1cccc(NC(=O)c2ccc([N+](=O)[O-])s2)n1	12	-9.3	-0.1	-0.1	-1.1	2	0	-4.3	-1	-1.3	2.2
Nc1nccc(SCc2ccc(Cl)cc2Cl)n1	16	-1.7	-1.7	-1.0	-1.6	7	3	-0.6	1	-1.1	-0.9
Cc1ccc(-c2nnn(CC(=O)N(CC3CCCO3)C(C(=O)NC3CCCCC3)c3ccc(F)cc3)n2)o1 (stereo not given)	1	-0.7	1.5	-1.3	0.3	-4	-2	1.6	-2	-1.6	8.3*
CC(C)c1ccc(OCC(=O)NNC(=S)NC(=O)c2ccco2)c(Br)c1	10	1.3	-0.8	0.3	1.1	-1	4	-2.2	0	-0.8	-0.1
COc1cccc(S(=O)(=O)NCc2ccc(C(=O)NCc3ccccn3)cc2)c1	-10	-1.0	-0.8	-0.8	-0.4	-6	-3	0.4	-2	-0.8	-1.3
Cc1cc(C(=O)NN=Cc2c(C)[nH]c3ccccc23)c(C)o1	-16	-0.6	-2.6	5.0	0.9	-8	1	0.3	1	0.6	0.7
Cc1cccc(CSC2=NCCN2C(=O)c2ccc(S(=O)(=O)N(C)C)cc2)c1	-5	0.1	0.2	-0.1	-1.0	-1	-3	0.8	-5	-1.0	-0.1
CN1CCN(Cc2cc(COCc3ccccc3)c3cccnc3c2O)CC1	-12	-2.6	-1.2	-3.1	-2.5	-1	0	-7.1	.	-1.4	1.6
CCCCCCCCN1C(=O)[C@H](CC(=O)NCc2ccc(OC)c(OC)c2)C[C@@]2(C(=O)OCC)CCC=C12	3	-4.4	3.6	-1.6	.	2	1	1.5	1	-1.3	.
CC(=O)Nc1ccc(SCC(=O)Nc2ccccc2Oc2ccccc2)cc1	2	-0.8	0.7	-2.6	-1.3	-2	-5	-4.2	-4	-1.9	-2.3
O=C(C1CCN(S(=O)(=O)N2CCC3(CC2)OCCO3)CC1)N1CCOCC1	10	0.1	2.0	-0.4	0.4	-5	-4	-0.5	5	-1.1	0.2
CN(C)/C=N/c1nc(-c2ccc3ccccc3c2)cs1	3	2.4	-3.1	4.3	5.0*	1	3	18*	-1	0.3	3.5
Cc1ccc(C(=O)COc2ccccc2-c2ccccc2)cc1	-4	-0.1	-0.3	-3.5	0.1	0	-3	-0.8	-10	-1.6	-1.1
CC(C)(C)n1nnnc1C(c1cccc(C#N)c1)N1CCCc2ccccc21 (stereo not given)	3	-0.9	0.3	2.2	-0.3	0	-2	-0.7	-18	-0.8	3.4
COc1ccc(NC(=O)COC(=O)CCNC(=O)c2ccco2)cc1Cl	-12	2.5	0.2	-3.0	0.9	0	-1	1.9	-2	-0.9	-0.1
COc1ccccc1C1=NOC(Cn2c(NCCCO)nc3c2c(=O)n(C)c(=O)n3C)C1 (stereo not given)	-1	0.3	-1.8	-0.3	0.0	-1	-1	0.6	2	-0.3	0.1
O=C(CCN1C(=O)/C(=C/c2ccccc2F)SC1=S)NCCCN1CCOCC1	0	-0.3	-2.6	1.2	-0.2	0	1	-0.9	-5	-0.8	-0.7
COc1ccc(OC)c(CN2CCN(Cc3ccc(OC)c(OC)c3OC)CC2)c1	-22	0.3	-1.1	-1.2	-0.5	-5	-2	1.3	5	-0.9	-0.1
Cc1ccc(NC(=O)CSc2nnc(Cn3c(=O)sc4ccccc43)n2C)cc1	-12	-0.5	0.5	-1.6	1.4	0	2	-0.1	2	-1.2	2.1
Cc1ccc(C)c(NC(=O)C2CC(O)CN2C(=O)OC(C)(C)C)c1 (stereo not given)	3	0.8	-1.0	-0.1	0.1	-4	0	0.1	0	-0.5	-2.5
CSCc1ccc(C(=O)NCc2ccccc2)cc1	3	0.6	1.0	-3.7	0.4	-1	6	1.9	5	-1.4	0.0
O=[N+]([O-])c1cccc(NC(=S)N2CCCC2)c1	-11	-0.7	-0.4	0.4	0.6	-2	-1	-0.4	4	-0.9	-0.5
COc1ccc(/C=C(\NC(=O)c2ccccc2)C(=O)N2CCC(C)CC2)cc1	2	-0.4	-0.1	-1.8	-2.3	0	-1	0.0	-1	-1.6	0.0
Cc1c(-c2ccccc2)sc2nc[nH]c(=S)c12	-5	-0.3	-0.8	0.9	0.4	-5	-2	1.8	2	-1.8	3.1
COc1ccc(OC)c(NC(=O)CSc2ccc3nnc(-c4ccccn4)n3n2)c1	-4	-0.3	-1.1	-0.7	1.3	-1	-1	1.2	-3	-1.1	1.0
COc1ccc(CCN2CC(C(=O)Nc3nnc(Cc4ccccc4)s3)CC2=O)cc1OC (stereo not given)	-5	0.6	-0.5	-0.9	0.5	2	-1	-1.7	1	-0.5	-0.7
O=[N+]([O-])c1ccc(Cl)cc1N1CCOCC1	-2	-0.7	0.7	-0.8	-1.1	-4	-2	-1.8	-1	-1.9	1.0
O=C(N/N=C\c1ccc(CNS(=O)(=O)c2ccccc2)o1)C(=O)Nc1ccc(F)cc1	-2	-0.4	0.9	-0.4	-1.0	-4	0	0.2	5	-1.2	3.4

In a second layout: results already given.
Order of results: ADAM10 inh, DAX1 inh-1, PG9 Ab binder, hcDAF-12 act, DAX1 inh-2, ADAM17 inh, SMARCA2 act, hgDAF12 agonist, NPR1 activator, ssDAF12 agonist, GAA850 FXN act
COc1ccc(NC(=O)COC(=O)CCNC(=O)c2ccco2)cc1Cl
    -12, 2.5, 0.2, -3.0, 0.9, 0, -1, 1.9, -2, -0.9, -0.1
O=C(C1CCN(S(=O)(=O)N2CCC3(CC2)OCCO3)CC1)N1CCOCC1
    10, 0.1, 2.0, -0.4, 0.4, -5, -4, -0.5, 5, -1.1, 0.2

(list continues)
molecule	ADAM10 inh	DAX1 inh-1	PG9 Ab binder	hcDAF-12 act	DAX1 inh-2	ADAM17 inh	SMARCA2 act	hgDAF12 agonist	NPR1 activator	ssDAF12 agonist	GAA850 FXN act
COc1ccc(N2CCN(c3cc(C)c4cccc(C)c4n3)CC2)cc1	6	0.2	2.4	-0.3	0.5	-3	-2	0.0	-10	-0.5	1.8
Cc1cccn2c(=O)c3cc(S(=O)(=O)c4ccc(F)cc4)c(=N)n(Cc4ccco4)c3nc12	-328	-0.6	-1.0	-0.3	-2.6	-91	0	-1.4	11	0.2	2.7
C=CCN(c1ccccc1)S(=O)(=O)c1cc2c(cc1C)N(C)CCO2	-2	-0.1	-1.1	1.4	-0.7	1	2	-1.1	-11	-1.4	-0.9
OC1CCCN(c2c3c(nc4cc(-c5cccc(Cl)c5)nn24)CCC3)C1 (stereo not given)	-40	0.7	-0.5	-1.4	-1.4	-82	-3	-3.7	-3	-1.9	4.8
COc1ccc(-n2nnc3c(=O)n(CC(=O)Nc4cc(C)on4)cnc32)cc1	-8	-0.1	-1.4	-1.5	0.4	-2	-2	-0.5	-3	-1.2	1.4
CCN(CC)Cc1ccccn1	7	-0.2	1.1	-1.1	1.2	0	0	-0.4	-1	-1.0	1.6
CCCCNC(=O)C1CCN(Cc2ccccn2)CC1	-11	0.2	-0.2	0.9	0.6	-6	-5	-0.9	2	-0.7	-0.9
CCOC(=O)C1(Nc2nccs2)Sc2ccccc2NC1=O (stereo not given)	-6	-1.7	0.2	-0.3	-1.7	0	-2	-0.5	-3	-1.2	-4.2
C(=C\c1ccccc1)/CN1CCN(C(CCc2ccccc2)c2nnnn2C2CCCCC2)CC1 (stereo not given)	5	-1.4	-0.8	0.0	.	4	-3	2.8	2	-1.9	.
Cc1ccc(CC2CC(=O)N(C(Cc3ccccc3)C(=O)O)C2=O)cc1 (stereo not given)	-1	-0.6	-2.2	-1.5	0.0	-3	0	-2.9	0	-1.7	1.8
COc1ccc(/C=N\NC(=O)c2cc3c(ccc4ccccc43)o2)cc1O	-52	-5.3	-1.5	-1.0	-2.2	-25	0	1.6	14	-1.3	-3.7
C/C(=C\C(=O)c1cccnc1)Nc1ccc(O)cc1	-26	-1.2	-2.6	-1.6	-1.2	-9	0	-2.6	2	-1.2	-1.3
O=C(Nc1cc(Cl)cc(Cl)c1)c1cccnc1	0	-0.2	-2.4	-2.4	0.8	-3	-2	2.6	1	-1.4	0.5
O=C(OCc1ccccc1)N1Cc2ccnnc2CC1c1ccccc1-c1ccc(C(F)(F)F)cc1 (stereo not given)	1	-0.2	1.2	-0.7	.	3	-6	-1.7	-15	-1.0	.
O=C(c1cc2ccccc2c(=O)o1)N1CCCc2ccccc21	1	0.2	-0.9	-1.7	0.3	-1	3	0.7	-4	-0.8	-0.8
O=[N+]([O-])c1ccccc1S(=O)(=O)N1CCN(Cc2ccsc2)CC1	3	0.5	0.8	-1.3	.	1	-1	1.1	-3	-1.3	1.9
Cc1ccc(-c2nnc3ccc(SC(C)C(=O)O)nn23)cc1 (stereo not given)	-94	1.0	1.8	4.1	0.3	-20	-2	6.3	3	-0.5	-0.7
CCc1ccc(C(=O)NN=C2CCCCCC2)s1	4	1.7	-1.1	2.1	1.2	-1	-1	3.4	2	-0.7	1.5
COc1cccc(NC(=O)NCCc2ccc(Cl)cc2)c1	1	-0.4	-1.4	-0.5	-0.3	2	-2	1.9	0	-0.8	2.2
